# CHRM1 PAM: positive allosteric modulators of human M1 muscarinic receptor; CHO-K1 hM1, Fluo-8 calcium fluorescence, ACh EC20; 0% = ACh EC20, 100% = maximal ACh; P11229; AID 588819; activation, % at 3 µM; 360,000 tested, 0.088% active; in the data active means activation above about 19%, passing the limit was not always enough
# Target sequence (P11229 whole entry, looked up): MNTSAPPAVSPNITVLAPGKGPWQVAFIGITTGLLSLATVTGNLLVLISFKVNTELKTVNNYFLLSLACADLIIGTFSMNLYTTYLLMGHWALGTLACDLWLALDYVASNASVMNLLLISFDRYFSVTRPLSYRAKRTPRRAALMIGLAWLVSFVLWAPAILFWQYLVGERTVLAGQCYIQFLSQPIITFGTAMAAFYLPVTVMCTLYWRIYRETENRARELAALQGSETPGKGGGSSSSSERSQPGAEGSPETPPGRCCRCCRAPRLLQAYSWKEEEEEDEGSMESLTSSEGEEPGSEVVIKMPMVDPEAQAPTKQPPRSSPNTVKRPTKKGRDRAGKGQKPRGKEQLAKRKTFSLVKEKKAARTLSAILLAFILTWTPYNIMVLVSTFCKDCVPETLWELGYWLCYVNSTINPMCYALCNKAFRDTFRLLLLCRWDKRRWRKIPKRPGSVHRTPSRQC
# CHO-K1 Ca ag: counter-screen for M1 agonists: effect in parental CHO-K1 cells; Fluo-8 calcium fluorescence; scaled to maximal ATP response, vehicle zero; activation, % at 3 µM; 360,000 tested, 0.48% active; AID 602248; in the data active means activation above about 15%;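 further: untransfected CHO-K1 host cells lacking M1 receptor as counterscreen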
# CHO parental Ca: counter-screen: ATP calcium response change in parental CHO cells; parental CHO-K1, ATP-induced calcium, Fluo-8 fluorescence; AID 463079; inhibition, % at 5.6 µM; 330,000 tested, 0.63% active;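 active means inhibition above that plate's mean sample inhibition plus 3 SD, cut at about 26% in these data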;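 further: 0% = ATP-challenged DMSO wells and 100% = DMSO wells without ATP; some compounds past the cut are filed as inactive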
#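 Measured by: calcium-sensitive Fluo-8 fluorescence / Test system: CHO parental line / Controls: ATP-challenged DMSO wells low, unchallenged DMSO wells high / Measure: % inhibition / Compound: single nominal dose of 5.6 µM per compound / Replicates: single well per compound, no replicates / Reagent: ATP as calcium-mobilizing challenge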
# M1 ag: agonists of human M1 muscarinic receptor; P11229; CHO-K1 hM1, Fluo-8 calcium fluorescence, agonist mode; 0% DMSO, 100% acetylcholine EC100; activation, % at 3 µM; 360,000 tested, 0.33% active; AID 588814;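 active means activation above the run's mean compound activation plus 3 SD, cut at about 16% in these data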;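 further: peak over basal fluorescence ratio within a 140 s kinetic read after compound addition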
# CHRM1 antagonist: blocks human M1 muscarinic receptor; 360,000 tested, 1.3% active; inhibition, % at 3 µM; CHO-K1 hM1, Fluo-8 calcium fluorescence, ACh EC80 antagonist; P11229;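 active means percent inhibition above its own plate's cutoff, namely the mean of that plate's compound wells plus 3 SD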;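 further: peak over basal fluorescence ratio during 140 s after agonist addition; 0% = ACh EC80 plus DMSO and 100% = DMSO alone without agonist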
# CHO-K1 Ca antag: counter-screen for M1 antagonists: effect in parental CHO-K1 cells | ATP-induced calcium, Fluo-8 fluorescence | inhibition, % at 3 µM | 360,000 tested, 0.6% active;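 active means inhibition above a per-plate cutoff, the plate's mean sample inhibition plus 3 SD, cut at about 24% in these data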;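 further: 0% = DMSO plus EC80 ATP and 100% = DMSO alone without ATP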
# TAAR1 antagonist: antagonists of human TAAR1. Q96RJ0. CHO RD-HGA16 TAAR1, Fluo-8 calcium fluorescence, antagonist. inhibition, % at 3 µM. 360,000 tested, 1.5% active;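 active means inhibition above a per-plate cutoff, the mean inhibition of test compounds on that plate plus 3 SD, cut at about 49% in these data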;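 further: 0% = DMSO plus EC80 beta-PEA response and 100% = DMSO alone without agonist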
# Target sequence (Q96RJ0 whole entry, looked up): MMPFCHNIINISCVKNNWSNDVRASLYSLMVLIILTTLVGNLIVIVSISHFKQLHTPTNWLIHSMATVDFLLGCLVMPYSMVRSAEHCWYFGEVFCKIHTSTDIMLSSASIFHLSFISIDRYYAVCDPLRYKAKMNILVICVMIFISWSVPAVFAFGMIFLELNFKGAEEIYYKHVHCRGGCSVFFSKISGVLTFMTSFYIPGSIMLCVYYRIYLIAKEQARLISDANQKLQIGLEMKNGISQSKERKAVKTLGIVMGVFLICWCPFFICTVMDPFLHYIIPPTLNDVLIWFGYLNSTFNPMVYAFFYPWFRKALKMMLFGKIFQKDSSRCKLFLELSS
#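 Test system – hTAAR1-expressing CHO RD-HGA16 cells, Gα16-coupled · Reagent – β-PEA at EC80 concentration, post-compound challenge · Compound dosing – 3 µM, single point · Timing – 140 s kinetic read after compound, 140 s after agonist · Detection – Fluo-8 intracellular calcium dye fluorescence, real-time kinetic reads · Control set – DMSO and EC80 PEA controls · Repeats – n of 1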
# TAAR1 agonist: agonists of human TAAR1 | activation, % at 3 µM | CHO RD-HGA16 TAAR1, Fluo-8 calcium fluorescence; vehicle wells 0%, saturating PEA agonist 100% | AID 624467 | 360,000 tested, 0.99% active | Q96RJ0;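 active means activation above the mean activation of all test compounds in the run plus 3 SD, cut at about 38% in these data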
#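 System: CHO-derived RD-HGA16 cells with stable Gα16 and human TAAR1 / Times: 17-24 h plating, Fluo-8 75 min 37 °C, 30 min RT / Technique: calcium-sensitive Fluo-8 signal, excitation 470-495, emission 515-575 nm / Measure: % activation relative to PEA EC100 response / Benchmarks: DMSO and PEA EC100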
# CHO-K1 Ca PAM: counter-screen for M1 PAMs: effect in parental CHO-K1 cells; ATP EC20, Fluo-8 calcium fluorescence; 0% at ATP EC20, 100% at ATP max; activation, % at 3 µM; 360,000 tested, 0.02% active; AID 602247;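 active means activation above the run cutoff, the mean activation of all test compounds plus 3 SD, cut at about 40% in these data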;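 further: peak over basal fluorescence ratio in a 140 s read after ATP addition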
# Starred values were filed as active, the others as inactive; x = no result given. Compounds were not picked by outcome; overall some 4.4% were active at least once.
[1] O=C(Nc1cn(-c2ccccc2)nc1-c1ccccc1)c1ccccc1
[2] CCOC(=O)Nc1cccc(C(=O)O)c1
[3] O=C1NC(Cc2ccc(O)cc2)c2nc3ccc(Cl)cc3c(=O)n2-c2cc3ccccc3cc21 (stereo not given)
[4] COc1ccc(OC)c(/C(O)=C/C(=O)C(=O)Nc2ccccc2OC)c1
[5] Nc1cc([N+](=O)[O-])cc2oc(-c3ccccc3)cc12
[6] O=C1CCC[C@@H]2Cc3nc4ccc(O)cc4cc3[C@@H]3CCN1[C@H]23
[7] CC1CC(C)CN(Cc2nc3c(c(=O)n(C)c(=O)n3C)n2CCN2CCOCC2)C1 (stereo not given)
[8] O=c1cc(-c2ccccc2)n(S(=O)(=O)c2ccccc2)o1

screen / no.	1	2	3	4	5	6	7	8
CHRM1 PAM	-5	1	-10	6	-3	11	-5	8
CHO-K1 Ca ag	1.1	0.3	2.5	0.3	2.3	0.4	-0.6	-0.3
CHO parental Ca	-2	2	x	-12	28	x	-8	1
M1 ag	-1	-1	-3	0	-2	-8	-3	0
CHRM1 antagonist	7	6	13	-7	15	-11	10	-35
CHO-K1 Ca antag	17	3	-11	-19	-8	-22	1	6
TAAR1 antagonist	36	-37	20	-2	0	18	-1	3
TAAR1 agonist	0	9	1	4	4	10	11	8
CHO-K1 Ca PAM	-13	-6	16	16	0	14	-4	-2

[9] CCCC(=O)N1CCN(c2ccc(NC(=O)C(C)(C)C)cc2Cl)CC1
[10] O=C(CNC(=O)Cc1ccccc1)NCC(=O)OCC(=O)c1cccc2ccccc12
[11] COC(=O)[C@H]1C[C@@H]1[C@H](NC(=O)OCc1ccccc1)c1ccccc1
[12] CCCOC(=O)c1ccc(OCC(O)Cn2c(C)nc3ccccc32)cc1 (stereo not given)
[13] Brc1cccc(CN2CCCCCCC2)c1
[14] Nc1nnnn1/N=C/c1ccc(Br)cc1
[15] S=C(NC1CCCC1)N1CCN(c2cccc(Cl)c2)CC1
[16] COc1ccc(/C=C(/C#N)S(=O)(=O)c2ccc(C)cc2)cc1

screen / no.	9	10	11	12	13	14	15	16
CHRM1 PAM	4	6	8	-19	-8	3	-5	2
CHO-K1 Ca ag	2.0	0.3	-0.5	12	-0.6	0.0	1.6	-0.4
CHO parental Ca	-5	-10	-19	x	-12	x	-23	-13
M1 ag	1	-6	-10	3	-9	-2	-6	-1
CHRM1 antagonist	-3	-7	0	40*	5	-12	1	1
CHO-K1 Ca antag	-6	-8	-5	21	-6	-10	17	-7
TAAR1 antagonist	-5	-5	8	54*	-5	7	13	5
TAAR1 agonist	1	0	0	6	-1	3	1	1
CHO-K1 Ca PAM	25	16	0	0	14	21	-5	8

[17] COc1ccc(N2C3=C(C(=O)CC(C)(C)C3)C(c3ccccc3OC)C3=C2CC(C)(C)CC3=O)cc1
[18] O=C(CSc1nc(Nc2ccccc2)nc(N2CCOCC2)n1)Nc1ccc(Br)cc1F
[19] O=C1CSC(=S)N1N=Cc1c(O)ccc2ccccc12
[20] C=CCn1c(Cc2c(C)[nH]c3ccccc23)nnc1SCC(=O)NCc1ccc(F)cc1
[21] CC(=O)Nc1ccc(S(=O)(=O)NCC(=O)OCC(=O)Nc2sccc2C(N)=O)cc1
[22] COCCCN1C(=O)C(CC(=O)NCCCCc2ccccc2)CC(C(=O)N(C(C)C)C(C)C)=C1C (stereo not given)
[23] COC(=O)c1ccc2c(=O)n(CCCCCC(=O)NCCNC(C)=O)c(=O)[nH]c2c1
[24] N#Cc1ccc(-c2c(-c3ccccc3)ncc3cc(F)ccc23)cc1

screen / no.	17	18	19	20	21	22	23	24
CHRM1 PAM	6	10	1	4	4	3	-6	-8
CHO-K1 Ca ag	0.2	1.6	1.3	4.9	1.2	-0.5	0.6	0.2
CHO parental Ca	-19	-12	x	-8	-24	x	-12	-29
M1 ag	-6	-3	1	-5	-3	-6	-1	-8
CHRM1 antagonist	-7	-8	4	-26	-3	-15	1	10
CHO-K1 Ca antag	-8	-9	3	-2	-14	-13	-7	-13
TAAR1 antagonist	-27	-36	2	25	-3	4	-11	59*
TAAR1 agonist	-1	8	7	15	0	1	-1	1
CHO-K1 Ca PAM	1	8	-17	19	10	12	-8	4

[25] O=C(Nc1cccc(O)c1)c1cccc(NC(=O)c2cccs2)c1
[26] O=C(CC(c1ccccc1)c1cc(Br)ccc1O)NCCCN1CCOCC1 (stereo not given)
[27] CC1CCN(C(=O)CN2C(=O)NC(c3ccccc3)(c3ccccc3)C2=O)CC1
[28] CCN1C(=O)[C@H]2[C@@H](c3ccc(-c4ccc(Cl)c(Cl)c4)c(OC)c3)N[C@@](Cc3ccccc3)(C(=O)OC)[C@H]2C1=O
[29] O=S(=O)(c1ccccc1)N1CC=C(c2ccccc2)CC1
[30] CCCCCN(C(=O)CCC(=O)OCC(=O)N1CCCCC1)c1c(N)n(CCCC)c(=O)[nH]c1=O
[31] CCCCOc1cccc(C(=O)N(Cc2cccs2)C2CCS(=O)(=O)C2)c1 (stereo not given)
[32] CC(C)(C)c1ccc(-c2n[nH]c(=S)n2-c2ccccc2)cc1

screen / no.	25	26	27	28	29	30	31	32
CHRM1 PAM	4	-18	2	9	2	7	0	5
CHO-K1 Ca ag	2.4	0.7	0.3	0.5	3.3	0.2	-0.1	-0.5
CHO parental Ca	-14	-17	-11	-16	0	-1	-24	-14
M1 ag	-1	-10	1	3	-2	-3	-2	-3
CHRM1 antagonist	-5	18	3	-10	8	3	1	-16
CHO-K1 Ca antag	11	2	5	-2	-6	-4	15	-10
TAAR1 antagonist	25	-9	-16	8	-3	-15	-7	-18
TAAR1 agonist	7	4	5	0	11	1	7	8
CHO-K1 Ca PAM	-2	-14	-3	9	0	15	2	19

[33] COc1ccccc1NS(=O)(=O)c1ccc(Cl)cc1
[34] CC1(O)CC(=O)N(c2ccccc2)O1 (stereo not given)
[35] Fc1ccc(Br)cc1C1C=C(c2ccc(Br)cc2)Nc2ncnn21 (stereo not given)
[36] COc1cc2[nH]c(=S)n(CC3CCCO3)c(=O)c2cc1OC (stereo not given)
[37] COc1cc(CC(=O)OCC(=O)Nc2ccc3c(c2)OCO3)cc(OC)c1OC
[38] O=C(Oc1cccc(NC(=O)c2ccco2)c1)c1cccc(S(=O)(=O)N2CCCC2)c1
[39] Cc1ccc(-c2nn(C)c(=O)c3ccccc23)cc1CN1CCOCC1
[40] C=CCn1c(O)c(/C=C2\C=NN=C2c2ccccc2)sc1=S

screen / no.	33	34	35	36	37	38	39	40
CHRM1 PAM	10	5	-6	-1	5	-10	4	2
CHO-K1 Ca ag	-0.1	0.6	6.6	0.9	2.0	2.4	0.9	0.6
CHO parental Ca	-18	-6	-19	-17	-14	-8	-25	-20
M1 ag	-3	0	5	-2	-3	-1	-3	-5
CHRM1 antagonist	-9	-6	0	2	-1	5	-9	-6
CHO-K1 Ca antag	-32	-14	-19	-8	-9	19	-6	-15
TAAR1 antagonist	-5	2	13	8	-9	48	4	25
TAAR1 agonist	5	9	6	13	0	14	6	-1
CHO-K1 Ca PAM	12	12	9	3	11	-8	11	21

# Record cards, as listed above.
# C=CCn1c(O)c(/C=C2\C=NN=C2c2ccccc2)sc1=S in the list: CHRM1 PAM = 2; CHO-K1 Ca ag = 0.6; CHO parental Ca = -20; M1 ag = -5; CHRM1 antagonist = -6; CHO-K1 Ca antag = -15; TAAR1 antagonist = 25; TAAR1 agonist = -1; CHO-K1 Ca PAM = 21
# O=C(Oc1cccc(NC(=O)c2ccco2)c1)c1cccc(S(=O)(=O)N2CCCC2)c1 in the list: CHRM1 PAM = -10; CHO-K1 Ca ag = 2.4; CHO parental Ca = -8; M1 ag = -1; CHRM1 antagonist = 5; CHO-K1 Ca antag = 19; TAAR1 antagonist = 48; TAAR1 agonist = 14; CHO-K1 Ca PAM = -8
# Fc1ccc(Br)cc1C1C=C(c2ccc(Br)cc2)Nc2ncnn21 (stereo not given) in the list: CHRM1 PAM = -6; CHO-K1 Ca ag = 6.6; CHO parental Ca = -19; M1 ag = 5; CHRM1 antagonist = 0; CHO-K1 Ca antag = -19; TAAR1 antagonist = 13; TAAR1 agonist = 6; CHO-K1 Ca PAM = 9

# (cont.)
[41] CCOC(=O)NC(=O)COC(=O)c1ccc(O)cc1
[42] CCOC(=O)c1cc(-c2ccccc2)sc1NC(=O)CC
[43] Cc1cc2c(OCC(O)CNC3CCCCC3)cccc2[nH]1 (stereo not given)
[44] CCOC(=O)c1c(NC(=O)CSc2nncs2)sc(C)c1C
[45] COc1ccc(Nc2ncnc3nc[nH]c23)cc1OC
[46] CCCn1c(=O)c2c(nc3n2CCCN3Cc2ccccc2)n(C)c1=O
[47] CCCCCNCC(=O)Nc1cc(C(F)(F)F)ccc1OCCOC
[48] C/C(CC(=O)Nc1ccccn1)=N\NC(=O)C(=O)Nc1cccc(C)c1

screen / no.	41	42	43	44	45	46	47	48
CHRM1 PAM	8	2	8	8	11	12	14	-3
CHO-K1 Ca ag	1.1	0.8	2.4	0.0	0.1	1.6	1.2	2.6
CHO parental Ca	-6	-24	-6	-10	4	-15	-12	-6
M1 ag	0	-6	-13	0	-1	2	0	-2
CHRM1 antagonist	-4	-11	-5	-4	-13	1	-16	9
CHO-K1 Ca antag	-15	-5	-6	-4	-8	-4	0	10
TAAR1 antagonist	-19	-35	2	-22	x	1	7	8
TAAR1 agonist	17	2	2	3	x	-1	7	4
CHO-K1 Ca PAM	18	18	32	17	20	-15	-4	8

[49] CC(C)CC(C)NNC(=O)c1cc2ccccc2[nH]1 (stereo not given)
[50] COC(=O)c1c(C)n(-c2ccc(OC)cc2)c2ccc(O)cc12
[51] CC(C)OC(=O)CSc1nnc2c3ccccc3n(C)c2n1
[52] O=C(CSc1nnc(-c2ccc(Br)cc2)o1)Nc1cccc(C(=O)O)c1
[53] O=C(Nc1ccccn1)C1CCN(S(=O)(=O)c2ccc3ccccc3c2)CC1
[54] COC(=O)c1sccc1NC(=O)Cn1nnc(-c2ccc(C)cc2)n1
[55] COc1ccc(CCNC(=O)CCC(=O)N2CCN(S(=O)(=O)c3ccc(Cl)cc3)CC2)cc1OC
[56] Cc1ccc(N2CC(C(=O)Nc3c4c(nn3C(C)(C)C)CS(=O)(=O)C4)CC2=O)cc1C (stereo not given)
[57] N#Cc1ccc(N2CCN(C(=O)c3cccc(F)c3)CC2)c(F)c1

screen / no.	49	50	51	52	53	54	55	56	57
CHRM1 PAM	7	5	4	8	-6	0	-3	7	-3
CHO-K1 Ca ag	-0.2	0.1	1.6	0.4	1.2	1.1	0.8	-0.1	3.5
CHO parental Ca	-14	-16	3	-3	x	-7	-20	-6	0
M1 ag	-5	1	-10	0	-5	-7	-5	-2	2
CHRM1 antagonist	1	-41	0	-16	4	-5	3	-4	-10
CHO-K1 Ca antag	-15	-7	-9	-6	0	-13	-9	-2	-1
TAAR1 antagonist	2	1	6	-11	3	5	-3	-24	4
TAAR1 agonist	11	8	2	0	1	8	6	2	3
CHO-K1 Ca PAM	21	21	11	4	11	21	8	9	7

# Bioassay records as filed in PubChem.
